# GPR151 ag: activates the human receptor GPR151; AID 1508602; Q8TDV0; PathHunter beta-arrestin GPR151 cells, luminescence; activation, % at 11.2 µM; 650,000 compounds, 1% hits; in the data active means activation above about 4.9%;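 further: 0% = median of compound wells and 100% = cells with positive control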
# Target sequence (Q8TDV0 whole entry, looked up): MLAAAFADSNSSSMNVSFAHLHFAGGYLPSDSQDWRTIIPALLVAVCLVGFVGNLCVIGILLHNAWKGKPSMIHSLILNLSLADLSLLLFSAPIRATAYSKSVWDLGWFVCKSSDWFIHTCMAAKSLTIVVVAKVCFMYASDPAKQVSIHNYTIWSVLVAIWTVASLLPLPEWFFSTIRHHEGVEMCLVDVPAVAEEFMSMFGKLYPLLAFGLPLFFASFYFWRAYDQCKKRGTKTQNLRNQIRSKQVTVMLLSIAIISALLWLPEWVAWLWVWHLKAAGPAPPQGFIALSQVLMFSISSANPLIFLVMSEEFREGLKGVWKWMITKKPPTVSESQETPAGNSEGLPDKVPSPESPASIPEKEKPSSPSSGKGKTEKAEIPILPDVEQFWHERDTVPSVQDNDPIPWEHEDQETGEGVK
# MITF inh: blocks human microphthalmia-associated transcription factor. O75030. 650,000 compounds, 0.91% hits. AID 1259374. AlphaScreen MITF homodimerization, bead proximity signal. inhibition, % at 2.6 µM; in the data active means inhibition above about 50%;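 further: 0% = vehicle wells with protein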
# Target sequence (O75030 whole entry, looked up): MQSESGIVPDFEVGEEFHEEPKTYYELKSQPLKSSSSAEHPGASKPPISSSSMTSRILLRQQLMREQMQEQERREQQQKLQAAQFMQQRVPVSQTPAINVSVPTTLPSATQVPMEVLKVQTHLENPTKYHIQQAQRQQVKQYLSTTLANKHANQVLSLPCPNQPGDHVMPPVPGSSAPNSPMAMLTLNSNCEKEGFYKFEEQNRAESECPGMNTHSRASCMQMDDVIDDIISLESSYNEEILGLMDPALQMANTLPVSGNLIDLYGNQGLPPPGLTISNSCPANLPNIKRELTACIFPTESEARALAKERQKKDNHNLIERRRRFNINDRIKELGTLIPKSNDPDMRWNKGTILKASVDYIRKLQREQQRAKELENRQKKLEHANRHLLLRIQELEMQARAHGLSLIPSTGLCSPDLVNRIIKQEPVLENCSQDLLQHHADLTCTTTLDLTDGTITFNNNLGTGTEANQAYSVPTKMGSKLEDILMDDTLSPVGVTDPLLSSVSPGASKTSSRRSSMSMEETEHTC
# FBW7 activator: human FBW7 E3 ligase activation, primary screen; 650,000 compounds, 0.13% hits; AlphaScreen FBW7–phospho-cyclin E peptide binding, activator screen; normalized activity (activation), % at 26.1 µM; in the data active means normalized activity above about 1.9%;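 further: purified mutant Fbw7 with reduced substrate affinity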
# TEAD-YAP inh: TEAD-YAP interaction inhibition; inhibition, % at 9.12 µM; HEK-TIYL cells, TEAD-Gal4/YAP UAS-luciferase luminescence; AID 1259422; 640,000 compounds, 1.4% hits; in the data active means inhibition above about 32%;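 further: 0% = median of test compound wells and 100% = reference inhibitor wells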
# * marks the source's active call; other numbers are inactive results.
# Every second line gives: GPR151 ag	MITF inh	FBW7 activator	TEAD-YAP inh
Cc1cc(NC(=O)c2ccc(-c3cc(Cl)ccc3Cl)o2)ccc1-c1cc2ccccc2oc1=O
  0.6	3	0.1	3
C/C(=N\NS(=O)(=O)c1cccc([N+](=O)[O-])c1)c1cccnc1
  -0.2	6	0.0	6
O=C(Nc1cccc(-c2ccncc2)c1)C1Cc2c(ccc3ccccc23)O1 (stereo unspecified)
  0.4	0	0.0	-4
CN(C)S(=O)(=O)Nc1ccc(N)cc1
  -0.8	-8	0.0	5
Cc1ccc(S(=O)(=O)Nc2ccc3oc(C)c(C(=O)O)c3c2)cc1
  -1.6	11	0.2	2
Cc1cc(C(=O)Nc2sc3c(c2C#N)CCC(C)C3)cs1 (stereo unspecified)
  8.3*	-1	-0.1	-65
Cc1cc(C)nc(Nc2cccc(O)c2)n1
  -0.6	-1	0.0	18
CN(C)c1ccc(C2N(C)c3ccccc3N2C)cc1
  0.3	8	0.1	47*
Cc1cccc(NC(=O)CSc2ccc3nnc(-c4cccnc4)n3n2)c1C
  0.9	17	0.7	18
CC(=O)N1CCc2c(sc(NC(=O)c3ccccc3[N+](=O)[O-])c2C#N)C1
  1.3	0	0.0	29
O=C(c1ccc2c(=O)n(Cc3ccc4c(c3)OCO4)c(=S)[nH]c2c1)N1CCNCC1
  1.2	16	0.2	2
CCOC(=O)c1c(NC(=O)CSc2nnc(CNC(=O)c3ccc(C)c([N+](=O)[O-])c3)n2-c2cc(C)ccc2C)sc2c1CCC2
  2.3	-3	0.0	-4
COC(=O)C1CCN(CC(=O)Nc2ccc(SC(F)F)cc2)CC1
  4.0	-8	-0.1	-1
CCn1c(SCC(=O)Nc2ccc(C)c(C)c2)nnc1-c1ccccc1N
  -0.6	-7	0.1	11
Cc1cc(=O)[nH]c(-n2nc(C)c(CCC(=O)N3CCCCC3C)c2C)n1 (stereo unspecified)
  0.0	17	-0.6	-8
O=C(CC(Nc1ccc2ccccc2c1)c1ccncc1)c1ccc(Br)cc1 (stereo unspecified)
  3.3	2	0.1	2
O=C(CNC(=O)c1ccco1)NCC(=O)OCc1ccccc1Cl
  0.4	2	0.1	-1
O=C1C(Cl)=C(Nc2cccc(Br)c2)C(=O)N1CCc1ccccc1
  -1.3	3	-0.3	6
COc1cc(C(=O)/C=C/Nc2cccc(F)c2)cc(OC)c1OC
  2.2	-2	0.0	28
COc1cccc(NC(=O)CN(C)CC(=O)NC(C)c2ccccc2)c1 (stereo unspecified)
  1.3	-4	-0.1	5
C=CCOc1ccc(C=C2C(=O)N(C)C(=S)N(C)C2=O)cc1OC
  0.3	67*	0.0	0
Cc1cccc(N(C)C(=O)Cn2ncc3c(=O)oc4ccc(C)cc4c32)c1
  -0.4	14	-0.3	13
O=C(CSc1nc2c(cnn2-c2ccccc2)c(=O)[nH]1)Nc1ccccc1
  0.0	-10	0.1	-3
COCCn1c(SCC(=O)NC2CCCCC2)nnc1-c1ccco1
  0.0	-22	0.0	5
CCCCN(C)Cc1c(C)[nH]c2c(C)cccc2c1=O
  -0.8	8	-0.3	-3
CCc1ccc(NS(=O)(=O)c2cc3[nH]c(=O)c(=O)[nH]c3cc2C)cc1
  2.6	-1	-0.1	1
CC(=O)c1ccc(N2C(=O)c3ccc(C(=O)OCC(=O)c4ccccc4)cc3C2=O)cc1
  -1.8	-6	0.8	1
Cc1ccc(-c2nc(Nc3ccccc3)c3ccccc3n2)cc1
  -0.7	7	0.0	-1
CCN(Cc1ccncc1)C1CCCN(C(=O)Nc2cc(C)ccc2OC)C1 (stereo unspecified)
  -1.4	-3	0.1	4
O=C(NCCc1ccccc1)/C(=C\c1ccco1)NC(=O)c1ccc(Cl)cc1
  0.2	3	-0.1	-5
CCCN(CC1CC1)C(=O)CC1C(=O)NCCN1Cc1ccc(F)c(F)c1 (stereo unspecified)
  -0.5	5	0.2	-13
NC(=O)NC(c1ccccc1)c1ccccc1Cl (stereo unspecified)
  -0.8	12	0.1	2
Cn1c(Nc2nc3ncnc(NCCc4ccc(O)cc4)c3[nH]2)nc2ccccc21
  0.9	30	0.1	5
Cc1ccc(-n2cc(-c3ccccc3)c3c(NCc4cccs4)ncnc32)cc1Cl
  2.1	-2	-0.1	5
CCOC(=O)c1cc2c(=O)n3ccccc3nc2n(CC(C)C)c1=NC(C)=O
  0.9	-3	0.1	2
Cn1c(=O)c2ncn(CC(=O)N=Nc3c(O)[nH]c4ccccc34)c2n(C)c1=O
  -1.0	2	0.1	12
CC(C)OC(=O)CN1CCN(C2CCCCC2)CC1
  -0.4	10	-0.2	14
N=c1n(Cc2ccccc2)c2ccccc2n1CC(O)COc1ccccc1 (stereo unspecified)
  -0.2	12	0.0	-6
Cc1ccc(S(=O)(=O)N2CCCc3ccccc32)cc1C
  -0.4	2	0.3	2
O=C(NCc1cccnc1)c1cc(S(=O)(=O)N2CCOCC2)c(Cl)cc1Cl
  1.8	15	0.1	6

# In a second layout: 25 of the compounds above.
Compound	GPR151 ag	MITF inh	FBW7 activator	TEAD-YAP inh
O=C(Nc1cccc(-c2ccncc2)c1)C1Cc2c(ccc3ccccc23)O1 (stereo unspecified)	0.4	0	0.0	-4
CN(C)S(=O)(=O)Nc1ccc(N)cc1	-0.8	-8	0.0	5
Cc1ccc(S(=O)(=O)Nc2ccc3oc(C)c(C(=O)O)c3c2)cc1	-1.6	11	0.2	2
Cc1cc(C(=O)Nc2sc3c(c2C#N)CCC(C)C3)cs1 (stereo unspecified)	8.3*	-1	-0.1	-65
Cc1cc(C)nc(Nc2cccc(O)c2)n1	-0.6	-1	0.0	18
CN(C)c1ccc(C2N(C)c3ccccc3N2C)cc1	0.3	8	0.1	47*
Cc1cccc(NC(=O)CSc2ccc3nnc(-c4cccnc4)n3n2)c1C	0.9	17	0.7	18
CC(=O)N1CCc2c(sc(NC(=O)c3ccccc3[N+](=O)[O-])c2C#N)C1	1.3	0	0.0	29
O=C(c1ccc2c(=O)n(Cc3ccc4c(c3)OCO4)c(=S)[nH]c2c1)N1CCNCC1	1.2	16	0.2	2
CCOC(=O)c1c(NC(=O)CSc2nnc(CNC(=O)c3ccc(C)c([N+](=O)[O-])c3)n2-c2cc(C)ccc2C)sc2c1CCC2	2.3	-3	0.0	-4
COC(=O)C1CCN(CC(=O)Nc2ccc(SC(F)F)cc2)CC1	4.0	-8	-0.1	-1
CCn1c(SCC(=O)Nc2ccc(C)c(C)c2)nnc1-c1ccccc1N	-0.6	-7	0.1	11
Cc1cc(=O)[nH]c(-n2nc(C)c(CCC(=O)N3CCCCC3C)c2C)n1 (stereo unspecified)	0.0	17	-0.6	-8
O=C(CC(Nc1ccc2ccccc2c1)c1ccncc1)c1ccc(Br)cc1 (stereo unspecified)	3.3	2	0.1	2
O=C(CNC(=O)c1ccco1)NCC(=O)OCc1ccccc1Cl	0.4	2	0.1	-1
O=C1C(Cl)=C(Nc2cccc(Br)c2)C(=O)N1CCc1ccccc1	-1.3	3	-0.3	6
COc1cc(C(=O)/C=C/Nc2cccc(F)c2)cc(OC)c1OC	2.2	-2	0.0	28
COc1cccc(NC(=O)CN(C)CC(=O)NC(C)c2ccccc2)c1 (stereo unspecified)	1.3	-4	-0.1	5
C=CCOc1ccc(C=C2C(=O)N(C)C(=S)N(C)C2=O)cc1OC	0.3	67*	0.0	0
Cc1cccc(N(C)C(=O)Cn2ncc3c(=O)oc4ccc(C)cc4c32)c1	-0.4	14	-0.3	13
O=C(CSc1nc2c(cnn2-c2ccccc2)c(=O)[nH]1)Nc1ccccc1	0.0	-10	0.1	-3
COCCn1c(SCC(=O)NC2CCCCC2)nnc1-c1ccco1	0.0	-22	0.0	5
CCCCN(C)Cc1c(C)[nH]c2c(C)cccc2c1=O	-0.8	8	-0.3	-3
CCc1ccc(NS(=O)(=O)c2cc3[nH]c(=O)c(=O)[nH]c3cc2C)cc1	2.6	-1	-0.1	1
CC(=O)c1ccc(N2C(=O)c3ccc(C(=O)OCC(=O)c4ccccc4)cc3C2=O)cc1	-1.8	-6	0.8	1

# The listing continues.
# Every second line gives: GPR151 ag	MITF inh	FBW7 activator	TEAD-YAP inh
CCCN(CC(=O)Nc1ccccc1OC)S(=O)(=O)c1c(F)cccc1F
  0.0	5	0.1	-2
CSc1ncccc1C(=O)N1CCc2nnc(C(C)C)n2CC1
  4.4	1	-0.1	-9
COc1cccc(-n2nc(C(=O)NCCCN3CCOCC3)c3ccccc3c2=O)c1
  1.2	-10	0.0	4
CC(C)C(c1nnnn1Cc1cccs1)N1CCN(c2ccccc2)CC1 (stereo unspecified)
  0.5	4	0.1	1
COc1cc(NC(=O)c2cc3ccccc3o2)c(OC)cc1Br
  0.9	-5	0.0	-10
Cc1c(NC(=O)c2nn3c(C(F)(F)F)cc(-c4ccc(Cl)cc4)nc3c2Cl)c(=O)n(-c2ccccc2)n1C
  -1.6	-7	-0.1	0
COc1cc(Nc2cc(C)nc3ncnn23)c(C(=O)O)cc1OC
  -0.2	3	-0.1	3
CCc1ccc(S(=O)(=O)Nc2c(C)nn(C)c2C)cc1
  0.0	-4	0.0	9
O=C(O)/C=C\C(=O)Nc1ccc(OCc2ccccc2)cc1
  -0.1	-3	-0.4	-26
COc1ccccc1NC(=O)c1c([N+](=O)[O-])cnn1C
  0.4	-1	0.8	-3
Clc1ccc(/C=C/c2nc(-c3ccccc3)c3ccccn23)cc1
  0.1	4	-0.2	-11
Cc1nc(CN2CCC(c3ccccc3)CC2)cc(=O)[nH]1
  1.4	12	0.1	2
Cc1ccc(/C(O)=C/C(=O)C(=O)NNC(=O)C(O)(c2ccccc2)c2ccccc2)cc1
  -0.8	9	1.8	9
Cc1ccc(-n2ncc3c(NCCO)ncnc32)c(C)c1
  -0.2	7	0.7	1
CCN(CCO)c1c(C)[nH]c(=O)[nH]c1=O
  -1.2	9	0.3	9
CCc1ccc(OCC(=O)Nc2ccc(I)cc2)cc1
  1.8	-4	0.2	2
CCOc1ccc(N(CC)C(=O)C(=O)Nc2ccc3nc4n(c(=O)c3c2)CCCCC4)cc1
  11*	12	1.1	8
COc1ccc(CN2C(=S)N(C)C(=O)C2CC(=O)Nc2ccc(Cl)cc2)cc1 (stereo unspecified)
  -1.1	17	0.1	10
O=C(Nc1ccc(S(=O)(=O)N2CCCC2)cc1)c1snc2ccc(Cl)cc12
  -1.8	-11	0.0	4
CCCc1nn(CC(=O)N2CCCC(C)C2)c(=O)c2cc3ccsc3n12 (stereo unspecified)
  1.5	-5	-0.2	1

# Other structures follow.
# Labels used below – A = GPR151 ag; B = MITF inh; C = FBW7 activator; D = TEAD-YAP inh
Structure: Cc1cccc(C(=O)Nc2nn3c(-c4ccccc4)nnc3s2)c1
  A: -0.4	B: 9	C: -0.3	D: 6
Structure: COc1ccc2nc3sc(C(=O)NC4CC4)cc3cc2c1
  A: -1.1	B: -5	C: -0.2	D: -63
Structure: COc1cc(S(=O)(=O)Nc2ccccc2)ccc1NC(=O)CC(C)C
  A: 0.5	B: 1	C: 0.0	D: 9
Structure: COc1cccc2c(SCC(=O)NCc3ccccc3Cl)nccc12
  A: 1.3	B: 15	C: 0.3	D: 13
Structure: CCC(=O)NC(Nc1sc2c(c1C(=O)OC)CCC2)(C(F)(F)F)C(F)(F)F
  A: -0.4	B: 8	C: -0.1	D: 11
Structure: COc1ccc(N2CCN(Cc3nc4c(c(=O)[nH]c(=O)n4C)n3CC(C)=O)CC2)cc1
  A: 1.5	B: 13	C: 0.1	D: 2
Structure: Cc1cccc(CC(=O)Nc2cnn(-c3cccc(C(=O)NC4CCCCC4)c3)c2)c1
  A: -0.7	B: 13	C: 0.3	D: 10
Structure: CCCCCOC(=O)CSc1nnc2n(-c3ccccc3)c(=O)c3c(C)c(C)sc3n12
  A: 1.5	B: -1	C: -0.1	D: 10
Structure: O=C(O)c1c(NC(=O)c2cccc3ccccc23)sc2c1CCC2
  A: -0.2	B: 11	C: 0.1	D: 1
Structure: O=C(C1CCOCC1)N1CCC[C@@H]2CN(Cc3ccc(F)cc3)CC[C@H]21
  A: -0.8	B: 20	C: 1.2	D: 4
Structure: C[C@H](NC(N)=O)C(=O)OCC(=O)Nc1ccc(OC(F)F)cc1
  A: 1.6	B: -6	C: -0.1	D: 5
Structure: CNc1c(NS(=O)(=O)c2ccc(Cl)s2)c(=O)oc2ccccc12
  A: 1.5	B: -1	C: 0.0	D: 6
Structure: COc1cc(Br)c(S(=O)(=O)N2CCOCC2)cc1OC
  A: 0.4	B: -5	C: -0.2	D: -4
Structure: CCOC(=O)N1CCN(C(=O)Cc2csc(Nc3cccc(Cl)c3)n2)CC1
  A: 0.1	B: 2	C: 0.0	D: -7
Structure: CCN(CC)CCCNCc1cccc(OC)c1
  A: 0.0	B: 23	C: -0.3	D: 3
Structure: Cc1sc2nc(SCCCC(=O)NCCO)[nH]c(=O)c2c1C
  A: -0.3	B: 2	C: 0.3	D: 2
Structure: c1coc(-c2nc3cnccn3c2NC2CCCC2)c1
  A: 0.1	B: -2	C: 0.0	D: -18
Structure: O=C(Nc1ccc2nc(-c3ccccc3)oc2c1)C12CC3CC(CC(C3)C1)C2
  A: 0.2	B: 10	C: 0.0	D: -17
Structure: Cc1ccccc1CSCc1ccc(C(=O)NCc2cccnc2)o1
  A: 0.9	B: 5	C: 0.0	D: 15
Structure: O=C(Nc1ccc(F)c(F)c1)c1ccncc1
  A: -0.2	B: 7	C: -0.1	D: -2
Structure: O=C(COc1ccc2c(c1)C(=O)CC2)NCc1ccccc1
  A: 4.4	B: 1	C: 0.1	D: -3
Structure: CC(=O)Nc1cccc2c1C(=O)N(c1cccc(F)c1)C2=O
  A: 1.1	B: 18	C: 0.1	D: 8
Structure: COc1ccc(-c2nc(Nc3ccc(C)cc3)c3ccccc3n2)cc1OC
  A: 1.4	B: 3	C: 0.2	D: -1

# Compound activity deposited in PubChem BioAssay by The Scripps Research Institute Molecular Screening Center.
